Chronic BCR inh: qHTS Assay to Find Inhibitors of Chronic Active B-Cell Receptor Signaling; ABC-DLBCL IkBa-CBG/CBR reporter, luminescence ratio, 4 h; Potency, µM (titrated, usually from 46.1 µM), for the others: at the top dose ratio change, negative = lower green/red ratio, actives largely listed as inhibitors; 0.05% of 340,000 active; active = well fitted inhibition curve with a large enough effect in the signal ratio, with a control signal flat, not every such curve was filed as active; inconclusive = small, poorly fitted or top-dose-only effect, or effect the other way, or a change in a side signal; the % refers to the signal ratio;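 note: potency is the fitted concentration of half-maximal effect; plate controls were basal doxycycline-induced cells for no effect and cells given 10 µM MG132 for full effect; MG132 reads +100%, hits lower the ratio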
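Compounds up to 46 uM were incubated four hours with TMD8 cells whose green CBG68 luciferase is fused to IkappaBalpha; red CBR luminescence normalised the signal, and concentration-effect curves were fitted to fusion, red and ratio data.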
ELG1 DNA repair: qHTS screen for small molecules that inhibit ELG1-dependent DNA repair in human embryonic kidney (HEK293T) cells expressing luciferase-tagged ELG1 | HEK293T ELG1-luciferase reporter, luminescence, 16 h; DNA damage induced by 5-fluorouridine | 2.3% of 330,000 active | AID 504467, 2011 | Potency, µM (series often up to 46.1 µM), inactives show at the highest dose activity change, negative = inhibition, usual class: inhibitors; note: potency is the fitted concentration of half-maximal effect; % is set by controls: 0 for no effect and ±100 for the full control effect; nearly all actives have a fitted effect of over 55% in size
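In this reporter screen, reduction of luminescence relative to DMSO vehicle indicated activity. Compounds and 5-fluorouridine were added together to 2,000 cells per well, incubated for 16 hr at 37 °C, then developed with ONE-Glo.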
Integrin act MD: qHTS for Activators of Integrin-Mediated Alleviation for Muscular Dystrophy; Potency, µM (top dose mostly 38.3 µM), for the others: top-dose activation, actives largely listed as activators; 0.064% of 350,000 active; alpha7betagal myoblasts, beta-gal FDG fluorescence, 48 h;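 note: potency is the fitted concentration of half-maximal effect; 100% = response of the positive control SU9516; nearly all actives have a fitted effect of over 60% in size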
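alpha7betagal+/- myoblasts (passage 13, 250/well) treated 48 h at 37C with compounds at 1:260 dilution of DMSO stock. Lysed, then beta-galactosidase activity read as FDG fluorescence (ex 480/em 540) after 30 min, with pre-read for autofluorescence.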
S-ASM inh: Inhibitors of Secretory Acid Sphingomyelinase (S-ASM): qHTS; Sphingomyelin phosphodiesterase (Homo sapiens), P17405; placental ASM, HMU-PC fluorogenic substrate, 60 min; Potency, µM (titrated, usually from 57.5 µM), for the others: top-dose activity change, negative = inhibition, actives largely listed as inhibitors; 0.006% of 340,000 active; AID 504937, 2011; note: potency is the fitted concentration of half-maximal effect
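Human placenta-derived ASM enzyme was preincubated with compound for 10 minutes at room temperature, then given fluorogenic substrate HMU-PC0 (9 uM final) for 60 minutes at 37 °C; a pH 10 stop preceded fluorescence reading at Ex 386/Em 447 nm.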
TSHR antag: Antagonists of the Thyroid Stimulating Hormone Receptor: HTS campaign. AID 504810, 2011. Thyrotropin receptor (Homo sapiens), P16473. 0.2% of 330,000 active. activity change, negative = inhibition, % at 11.5 µM. TSHR-expressing cells, TSH-stimulated cAMP HTRF, 2 h; hits give low values;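 active = activity change below a set negative limit, meaning inhibition stronger than a set level, cut at about -70% in these data; inconclusive = activity change between two set negative limits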; note: % is set by controls: 0 for no effect and ±100 for the full control effect
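Cell-based HTRF cAMP assay; TSHR cells + compound, TSH EC80 (4nM final), 2 h, 37 deg C. Lysis with anti-cAMP cryptate and cAMP-d2, 30 min RT, read 665/620 nm.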
Eya2 phos inh: qHTS Assay for Inhibitors of the Phosphatase Activity of Eya2; Protein phosphatase EYA2 (Homo sapiens), O00167; recombinant Eya2, OMFP fluorescence dephosphorylation (OMFP is methylfluorescein phosphate); Potency, µM (top dose mostly 76.9 µM), for inactives: at the top dose activity, negative = inhibition, hits mostly inhibitors; 0.006% of 330,000 active; note: potency is the fitted concentration of half-maximal effect; % is set by controls: 0 for no effect and ±100 for the full control effect
Target sequence (O00167 whole entry, looked up): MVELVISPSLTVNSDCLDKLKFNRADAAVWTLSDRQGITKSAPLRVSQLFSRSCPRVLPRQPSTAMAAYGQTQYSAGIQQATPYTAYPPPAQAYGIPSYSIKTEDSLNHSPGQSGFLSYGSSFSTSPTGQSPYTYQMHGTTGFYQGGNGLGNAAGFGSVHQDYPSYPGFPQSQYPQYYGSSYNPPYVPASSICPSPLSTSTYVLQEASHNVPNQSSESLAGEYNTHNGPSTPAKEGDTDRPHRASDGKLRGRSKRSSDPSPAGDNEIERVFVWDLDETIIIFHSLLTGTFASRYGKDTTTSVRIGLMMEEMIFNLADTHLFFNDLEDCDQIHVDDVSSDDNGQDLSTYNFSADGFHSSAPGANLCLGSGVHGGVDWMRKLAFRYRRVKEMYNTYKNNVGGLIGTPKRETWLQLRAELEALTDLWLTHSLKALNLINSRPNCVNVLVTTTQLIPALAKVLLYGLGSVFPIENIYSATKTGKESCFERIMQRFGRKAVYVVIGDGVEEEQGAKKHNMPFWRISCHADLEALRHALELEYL
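Eya2 protein (added as 0.2 uM solution) was preincubated with compound for 10 min at ambient temperature in 50 mM HEPES pH 7.5, 50 mM NaCl, 5 uM MgCl2, 0.05% BSA, 1 mM DTT. OMFP (added at 50 uM) then reacted 10 min; fluorescence read at 485/525 nm.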
AT treatment: qHTS Assay for Identifying a Potential Treatment of Ataxia-Telangiectasia; AID 485349, 2010; […] A-T fibroblasts, KAP-1 phosphorylation AlphaLISA; neocarzinostatin DNA damage 30 min before lysis; 0.19% of 320,000 active; Potency, µM (highest dose often 57.5 µM), for inactives: at the top dose activation, hits mostly activators; note: potency is the fitted concentration of half-maximal effect; % of control where 0% means no effect; nearly all actives have a fitted effect of over 45% in size
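hTERT-immortalized A-T patient fibroblasts ([…]), 500 cells/well in OPTI-MEM, 1% FBS, got compounds for 60 min, then NCS for 30 min at 37C. Lysates were then assayed for phospho-KAP-1 by AlphaLISA (anti-pKAP1 donor, anti-KAP1 acceptor beads), 6 hr at 25C.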
PTAP TSG101 blk: qHTS Assay for Iinhibitors of HIV-1 Budding by Blocking the Interaction of PTAP/TSG101; Fluorescence polarization, FITC-PTAP peptide / Tsg101 binding; Tumor susceptibility gene 101 protein (Homo sapiens), Q99816; AID 493005, 2010; 340,000 tested, under 10 active; Potency, µM (series often up to 115 µM), inactives show at the highest dose activity change, negative = inhibition, usual class: inhibitors; active = well fitted inhibition curve with a large enough effect in the main read-out, with a control signal flat, not every such curve was filed as active; inconclusive = small, poorly fitted or top-dose-only effect, or effect the other way, or a change in a side signal; inactive = no such curve, though single readings can be large or run the other way; note: potency is the fitted concentration of half-maximal effect; % of control where 0% means no effect
Target sequence (Q99816 whole entry, looked up): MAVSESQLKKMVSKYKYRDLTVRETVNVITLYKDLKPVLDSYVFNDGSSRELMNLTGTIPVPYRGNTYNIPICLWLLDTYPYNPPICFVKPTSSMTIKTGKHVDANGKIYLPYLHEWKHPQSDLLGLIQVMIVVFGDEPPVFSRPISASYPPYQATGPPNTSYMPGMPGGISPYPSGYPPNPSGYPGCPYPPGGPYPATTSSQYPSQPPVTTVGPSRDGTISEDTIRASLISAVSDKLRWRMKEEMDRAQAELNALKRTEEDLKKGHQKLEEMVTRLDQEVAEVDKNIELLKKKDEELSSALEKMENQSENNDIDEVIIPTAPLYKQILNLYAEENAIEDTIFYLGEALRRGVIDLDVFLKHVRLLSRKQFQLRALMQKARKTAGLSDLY
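Fluorescence anisotropy tracks displacement of a FITC-tagged PTAP peptide (50 nM) from the Tsg101 binding domain (10 uM), following a 20 min room-temperature incubation at pH 7.5.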
Tb PFK inh: qHTS Assay to Find Inhibitors of T. brucei phosphofructokinase; AID 485367, 2010; 0.17% of 330,000 active; T. brucei PFK, ADP-Glo luminescence; ATP-dependent 6-phosphofructokinase (Trypanosoma brucei brucei), O15648; Potency, µM (series often up to 57.5 µM), inactives show at the top dose activity, negative = inhibition, usual class: inhibitors;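 note: potency is the fitted concentration of half-maximal effect; 0% = uninhibited 1x PFK enzyme wells and -100% = no-enzyme wells; nearly all actives have a fitted effect of over 60% in size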
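Activity is normalized to no-enzyme wells (full inhibition) and 1.25 nM enzyme wells (no inhibition). Reaction: 0.5 mM F6P, 0.1 mM ATP, 45 min RT, ADP-Glo luminescence; concentration-response curves fitted and classed by quality.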
Mito fusion act: qHTS Assay for Small Molecule Inhibitors of Mitochondrial Division or Activators of Mitochondrial Fusion; Potency, µM (doses to about 46.1 µM), inactives show at the highest dose growth rescue (activation), actives largely listed as activators; 0.23% of 320,000 active; S. cerevisiae fusion-defective mutant growth rescue, CellTiterGlo 48 h;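 note: potency is the fitted concentration of half-maximal effect; % of control where 0% means no effect; nearly all actives have a fitted effect of over 45% in size; temperature-sensitive fusion mutants such as fzo1-1 at 37 °C on non-fermentable ethanol glycerol medium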
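Yeast fusion mutant, YPEG (non-fermentable carbon), compound, 48 h at 37C non-permissive; CellTiterGlo added, 10 min RT, luminescence read. Rescued growth = division inhibition.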
TCR activator: Activators of T cell receptors: qHTS campaign | 330,000 tested, under 10 active | AID 504894, 2011 | Potency, µM (titrated, usually from 9.22 µM), for inactives: at the highest dose activation of IL-2 secretion, hits mostly activators | primary human leukocytes, anti-CD3, IL-2 HTRF, 48 h; note: % of control where 0% means no effect
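IL-2 produced over 48 hr by a-CD3 bead-stimulated primary human leukocytes exposed to compounds was detected with a homogeneous time-resolved FRET immunoassay, 665nm acceptor signal after 320nm excitation.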
* = called active by the depositor; ? = inconclusive; . = not tested or not shown; [ ] = remark or other dose. Unless noted, calls come from the whole dose curve; as a rule, active = well fitted curve in the direction sought with a large enough effect; inconclusive = small, poorly fitted or top-dose-only effect, or another doubt; inactive = no such curve, though single readings can be large; an effect the other way counts as inactive or inconclusive.

SMILES	Chronic BCR inh	ELG1 DNA repair	Integrin act MD	S-ASM inh	TSHR antag	Eya2 phos inh	AT treatment	PTAP TSG101 blk	Tb PFK inh	Mito fusion act	TCR activator
CCC1CN(C(=O)N2CCC(C(=O)NCCc3ccc(OC)cc3OC)CC2)c2ccccc2O1 (centres undefined)	0%	-20%	23%	0%	-9	-8%	5%	-7%	7%	3%	-3%
Cc1ccc(C(=O)NCC2CCCN2S(=O)(=O)c2cccs2)cc1C (centres undefined)	-2%	5%	-13%	0%	-4	16%	1%	0%	-9%	3%	3%
CCn1c(C)c(/C=N/Nc2nc3ccccc3s2)c2ccccc21	?	-2%	-26%	-15%	25	5%	1%	-4%	0%	-8%	-6%
COc1ccc(S(=O)(=O)N2CCC(C(=O)Nc3ccccc3C)CC2)c2cccnc12	3%	18µM*	-9%	-4%	.	3%	.	-7%	-5%	-1%	-4%
c1cnc2cc(-c3ccsc3)ncc2c1	0%	?	-7%	8%	-10	-9%	3%	-3%	-1%	2%	3%
Fc1cccc(F)c1CSc1nc2ccccc2[nH]1	-2%	?	-8%	4%	5	-2%	-4%	-2%	-4%	7%	-2%
COc1cccc2sc(NC(=O)c3ccc(Br)s3)nc12	.	?	18%	0%	2	16%	5%	-4%	3%	7%	-4%
CN(C)c1nc(N)nc(CSc2nc3c(c(=O)n(C)c(=O)n3C)n2Cc2ccccc2F)n1	-3%	-16%	-17%	-1%	5	-1%	6%	-1%	-5%	-5%	-3%
COc1ccc(NS(=O)(=O)c2ccc(C)c(NC(=O)NC3CCCCC3)c2)cc1	-5%	-18%	2%	0%	-9	-8%	-10%	-4%	8%	-5%	5%[46.1 µM]
CCOC(=O)C1(CCOc2ccccc2)CCN(Cc2ccncc2)CC1	-12%	-5%	1%	5%	-4	-7%	0%	0%	-3%	0%	-10%
COc1ccc(CNC(=O)COC(=O)/C=C/c2cccc(Br)c2)cc1OC	10%	8%	-11%	-6%	19	-11%	11%	-4%	5%	6%	2%
COc1cccc(OCCCn2cc(/C=C3/C(=N)N4C=C(C)SC4=NC3=O)c3ccccc32)c1	4%	1%	1%	13%	0	1%	-3%	-8%	0%	1%	-11%[46.1 µM]
O=C(NC12CC3CC(CC(C3)C1)C2)C1CC(=O)N(c2ccccc2)C1 (centres undefined)	0%	-12%	0%	3%	-6	10%	3%	-4%	-2%	3%	4%[46.1 µM]
Cc1ccc2c(c1)N(CC(=O)NCc1cccs1)C(=O)CO2	-1%	5%	13%	-2%	-2	3%	-1%	.	4%	-1%	.
COc1cc(CNC(C)c2ccccc2)cc(Br)c1OCc1ccccc1 (centres undefined)	?	?	-64%[inhibitor]	-4%	-14	-17%	20%	-3%	0%	-29%	-1%
Cc1ccc(N(CCC(=O)NC(C)(C)C)S(=O)(=O)c2ccc(C)cc2)cc1	-1%	-3%	-12%	-3%	5	0%	22%	0%	8%	2%	-1%
O=C(CNC(=O)c1ccccc1)OCc1ccc([N+](=O)[O-])cc1	-7%	3%	?	4%	12	-14%	.	1%	-25%	-6%	5%
O=C(CNCc1ccc(Cl)cc1)Nc1cccc(C(=O)O)c1	-28%	6%	?	3%	36	11%	4%	2%	-2%	1%	-1%
O=C(NC(=Nc1ccccc1)N1CCOCC1)Nc1ccccc1	0%	11%	15%	7%	9	2%	3%	-10%	1%	2%	4%
Cc1cc(C)nc(NC(N)=NC(C)c2ccccc2)n1 (centres undefined)	?	?	-57%[inhibitor]	-1%	9	6%	-2%	-1%	-5%	5%	2%

One compound at a time, from the list above.
CCn1c(C)c(/C=N/Nc2nc3ccccc3s2)c2ccccc21 is listed as Chronic BCR inh = ?; ELG1 DNA repair = -2%; Integrin act MD = -26%; S-ASM inh = -15%; TSHR antag = 25; Eya2 phos inh = 5%; AT treatment = 1%; PTAP TSG101 blk = -4%; Tb PFK inh = 0%; Mito fusion act = -8%; TCR activator = -6%
COc1cccc(OCCCn2cc(/C=C3/C(=N)N4C=C(C)SC4=NC3=O)c3ccccc32)c1 is listed as Chronic BCR inh = 4%; ELG1 DNA repair = 1%; Integrin act MD = 1%; S-ASM inh = 13%; TSHR antag = 0; Eya2 phos inh = 1%; AT treatment = -3%; PTAP TSG101 blk = -8%; Tb PFK inh = 0%; Mito fusion act = 1%; TCR activator = -11%[46.1 µM]

Other results
SMILES	Chronic BCR inh	ELG1 DNA repair	Integrin act MD	S-ASM inh	TSHR antag	Eya2 phos inh	AT treatment	PTAP TSG101 blk	Tb PFK inh	Mito fusion act	TCR activator
CCNC(=S)NNC(=O)c1cc(-c2ccccc2C)nc2ccccc12	2%	-8%	3%[7.66 µM]	4%	-4	4%	-11%	-6%	-4%	-8%	8%
C[C@H]1[C@H](c2ccccc2)C[C@@H](C(=O)O)C1(C)C	0%	15%	32%	-4%	7	9%	-3%	0%	0%	21%	6%
Cc1ccc(-c2ocnc2C(=O)Nc2ccccc2C(=O)N2CCCC2)cc1	1%	?	18%	-1%	6	-30%	10%	-2%	0%	16%	-3%
COc1ccc(CCNC(=O)C2CCCN(S(C)(=O)=O)C2)cc1 (centres undefined)	-1%	-6%	0%	7%	-23	-20%	-4%	-5%	3%	-1%	4%
CCCC(=O)Nc1cc(C(F)(F)F)ccc1N1CCOCC1	-7%	0%	-14%	0%	7	4%	-2%	0%	-5%	-14%	-1%
COc1ccc(C2Nc3ccccc3C(=O)N2NS(C)(=O)=O)cc1 (centres undefined)	0%	-12%	30%	46%[activator]	-5	-20%	4%	2%	-11%	-7%	3%
O=C(Cn1cc(C(=O)COc2ccccc2)c2ccccc21)NCc1ccco1	?	4%	-6%	-1%	15	12%	0%	23%	2%	0%	3%
CCOc1ncccc1C(=O)Nc1cccc(-c2nc3cccnc3s2)c1	7%	-28%	3%	6%	-12	-20%	-2%	2%	3%	-13%	1%
Cc1cnc(CNC(=O)c2ccc3oc(C(C)C)nc3c2)[nH]1	1%	?	4%	7%	11	-10%	0%	-8%	0%	-13%	0%
COc1ccc(-c2nn(CCC#N)cc2/C=N/O)cc1	-2%	10%	11%	2%	-1	-24%	-4%	-6%	2%	-5%	4%
Nc1nc(N)nc(-c2cc(F)ccc2O)n1	?	-14%	28%	4%	11	9%	-7%	1%	-8%	-21%	1%
COc1ccc(CCNC(=O)CSC2=NS(=O)(=O)c3cc(Cl)ccc3N2)cc1OC	-1%	6%	-15%	0%	6	-2%	-7%	-5%	0%	-3%	-1%
CCCC(c1nnnn1Cc1ccco1)N1CCN(C(=O)c2ccco2)CC1 (centres undefined)	1%	3%	-10%	4%	11	14%	?	1%	1%	-2%	-1%
O=c1c2ccccc2c2ccccc2c(=O)n1Cc1cccnc1	?	4%	-2%	7%	-1	-15%	7%	-4%	0%	-2%	8%

An excerpt from above in order of SMILES length, ascending.
SMILES	Chronic BCR inh	ELG1 DNA repair	Integrin act MD	S-ASM inh	TSHR antag	Eya2 phos inh	AT treatment	PTAP TSG101 blk	Tb PFK inh	Mito fusion act	TCR activator
O=c1c2ccccc2c2ccccc2c(=O)n1Cc1cccnc1	?	4%	-2%	7%	-1	-15%	7%	-4%	0%	-2%	8%
CCNC(=S)NNC(=O)c1cc(-c2ccccc2C)nc2ccccc12	2%	-8%	3%[7.66 µM]	4%	-4	4%	-11%	-6%	-4%	-8%	8%
CCCC(c1nnnn1Cc1ccco1)N1CCN(C(=O)c2ccco2)CC1 (centres undefined)	1%	3%	-10%	4%	11	14%	?	1%	1%	-2%	-1%

Source: PubChem BioAssay
